Pf growth 96h = Primary qHTS for delayed death inhibitors of the malarial parasite plastid, 96 hour incubation. AID 504834, 2011. P. falciparum luciferase reporter growth, 96 h. 6.9% of 320,000 active. Potency, µM (series often up to 28.7 µM), without a hit: at the highest dose activity change, negative = inhibition, actives largely listed as inhibitors
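Luminescence readout: decreased luciferase signal marks inhibited growth of reporter-expressing P. falciparum in infected red cells (2% hematocrit, 0.05% parasitemia final), exposed to compound two generations (96 h, 37 C, 5% CO2).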
Sm TGR inh = qHTS Assay for the Inhibitors of Schistosoma Mansoni Peroxiredoxins; Schistosoma mansoni thioredoxin glutathione reductase (TGR), Q962Y6; purified TGR, DTNB reduction, TNB absorbance 405 nm; Potency, µM (series often up to 114 µM), for inactives: top-dose activity change, negative = inhibition, hits mostly inhibitors; 3% of 360,000 active; AID 485364, 2010; also: nearly all actives have a fitted effect of over 60% in size
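First, TGR (20 nM dispensed) and NADPH were mixed with compound. Second, a 15 min room-temperature incubation followed. Third, further NADPH and then DTNB were added to start the reaction. Finally, TNB absorbance was monitored kinetically.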
LmPK inh = qHTS Assay for Inhibitors of Leishmania Mexicana Pyruvate Kinase (LmPK) | purified LmPK, Kinase-Glo ATP luminescence, 1 h | Potency, µM (doses to about 57.5 µM), for inactives: top-dose activity change, negative = inhibition, actives largely listed as inhibitors | 0.37% of 290,000 active
Target sequence (Q27686 whole entry, looked up): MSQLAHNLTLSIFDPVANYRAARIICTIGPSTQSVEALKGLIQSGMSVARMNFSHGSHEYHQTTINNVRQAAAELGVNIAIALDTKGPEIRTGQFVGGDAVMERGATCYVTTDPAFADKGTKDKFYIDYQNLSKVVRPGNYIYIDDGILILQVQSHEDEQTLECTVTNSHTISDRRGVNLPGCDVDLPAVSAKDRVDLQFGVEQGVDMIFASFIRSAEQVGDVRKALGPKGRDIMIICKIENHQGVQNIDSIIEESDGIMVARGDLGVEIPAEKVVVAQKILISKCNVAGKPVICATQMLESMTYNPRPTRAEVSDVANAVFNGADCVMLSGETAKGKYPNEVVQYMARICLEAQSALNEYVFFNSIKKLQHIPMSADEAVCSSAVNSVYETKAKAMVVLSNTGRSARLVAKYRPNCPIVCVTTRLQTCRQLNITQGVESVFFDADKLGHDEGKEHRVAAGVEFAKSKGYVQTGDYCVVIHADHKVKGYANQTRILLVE
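In 50 mM imidazole pH 7.2 with 7 mM MgCl2, LmPK (0.1 nM) turned over PEP (0.5 mM) and ADP (0.1 mM) for 1 h at room temperature. Luciferase read-out of ATP.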
TbPYK inhibitor = qHTS of Trypanosoma Brucei Inhibitors | pyruvate kinase (Trypanosoma brucei), Q57TT1 | TbPYK enzyme, Kinase-Glo Plus ATP luminescence, 45 min | Potency, µM (series often up to 76.8 µM), for the others: at the top dose activity, negative = inhibition, usual class: inhibitors | 0.12% of 410,000 active | AID 624173, 2012; also: nearly all actives have a fitted effect of over 50% in size
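Luminescence from Kinase-Glo Plus, added after a 45-minute room-temperature reaction, served as the end-point read-out. The enzyme and substrate were preincubated with compound before ADP (130 uM final) initiated turnover. Concentration-effect curves came from normalized qHTS data.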
Pf growth 48h = Primary qHTS for delayed death inhibitors of the malarial parasite plastid, 48 hour incubation; P. falciparum luciferase growth in erythrocytes, 48 h; Potency, µM (titrated, usually from 28.7 µM), inactives show at the top dose activity change, negative = inhibition, usual class: inhibitors; 5.9% of 310,000 active; AID 504832, 2011
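Firefly luciferase activity from engineered P. falciparum reports growth; inhibitors lower the luminescent signal. Cultures contained 2% hematocrit erythrocytes at 0.1% final parasitemia.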
HCV inhibitor = qHTS Assay for Inhibitors of Hepatitis C Virus (HCV) | Huh7.5.1 HCVcc-Cre infection, luciferase reporter, 44 h | Potency, µM (titrated, usually from 41.8 µM), inactives show top-dose activity change, negative = inhibition, usual class: inhibitors | 3.4% of 340,000 active | AID 651820, 2012
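Whole-lifecycle infectious HCVcc-Cre system; cells 1,000/well, compound then virus (~0.5 moi) added 4 h after plating, 44 h culture. Luciferase read 15 sec following 15 min substrate incubation, room temp.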
Numbers without * were called inactive; ? = inconclusive; · = no result given; & = joins results of further samples; [ ] = another dose, or the depositor's remark. Calls follow the shape of the dose curve; as a rule, active = well fitted curve in the direction sought with a large enough effect; inconclusive = small, poorly fitted or top-dose-only effect, or another doubt; inactive = no such curve, though single readings can be large; an effect the other way counts as inactive or inconclusive. % is scaled to controls: 0 for no effect and ±100 for the full control effect; potency is read from the fitted curve at half-maximal effect.

SMILES | Pf growth 96h | Sm TGR inh | LmPK inh | TbPYK inhibitor | Pf growth 48h | HCV inhibitor
CN(CC(=O)Nc1ccc(F)c(F)c1F)C(=O)CCN1C(=O)C2CCCCC2C1=O (centres undefined) | 4% | 2% | · | 4% | -7% | 38%[activator]
CCOc1cccc2cc(C(=O)N3CCc4ccccc43)c(=O)oc12 | · | -3% | -1% | -8% | 35%[activator] | -12%
Cc1ccc(SCc2cc(=O)[nH]c(SCC(=O)Nc3cc(Cl)ccc3Cl)n2)cc1 | 7% | -2% | 3% | -2% | 6% | 5%
COc1ccc(CNC(=O)CN(C(=O)c2snc(C(N)=O)c2N)c2ccc(F)cc2)cc1 | -23% | 4% | -2% | 0% | 11% | ?
Cc1cc(Nc2cc(F)ccc2C)n2nc(C)nc2n1 | 13% | -8% | -2% | -1% | 33%[activator] | 17%
CSc1ccc(/C=N/NC(=O)CNc2ccc3ccccc3c2)cc1 | 0% | -10% | 2% | 2% | 9% | -3%
Cc1ccccc1C(=O)Nc1nnc(CC(=O)N/N=C/c2cn(Cc3ccccc3)c3ccccc23)s1 | -25% | 5% | 2% | -8% | ? | ?
CC1SC(=NC(=O)c2ccncc2)NC1=O (centres undefined) | 163%[activator] | -22% | 2% | 0% | 5% | 6%
COc1ccccc1N1CCN(C(=O)CN(CCc2ccccc2)S(C)(=O)=O)CC1 | 46%[activator] | -20% | 1% | 2% | 4% | -27%
COc1cc(C2NC(=O)C(C#N)=C(Nc3cccc(C)c3)S2)ccc1O (centres undefined) | -1%&14% | 0%&-3% | 14%&11% | -2% | ? | 14%
CCCCNC(=O)CSc1cc(=O)n(C)c2ccccc12 | 0.21µM* | 3% | -1% | 3% | 11% | -18%
CCN1C(=O)[C@H]2[C@@H](c3ccc(-c4cc(C(C)=O)cs4)cc3)N3CCCC[C@@]3(C(=O)OC)[C@H]2C1=O | ? | -30% | · | -5% | ? | 20%
Nc1nc(COC(=O)CCC(=O)c2ccccc2)nc(Nc2ccccc2)n1 | ? | ? | · | -4% | -6% | -10%
CCOc1cc(/C=N/n2cnnc2)ccc1OCC(=O)Nc1ccccc1OC | 9%[5.75 µM] | 6% | -9% | -5% | 4% | -4%
CCOC(=O)[C@@H]1[C@H]2COc3cc(OC)ccc3[C@@H]2N2C(=O)N(c3ccc(OC)cc3)C(=O)[C@]12C | 28% | -3% | -1% | 2% | 19% | 5%
Cc1cc(C)c2cc(C(c3nnnn3CC3CCCO3)N3CCN4CCCC4C3)c(=O)[nH]c2c1 (centres undefined) | -2%[5.75 µM] | 22µM* | 5% | -7% | 15µM* | 3%
O=C(COC(=O)CCC1CCCC1)Nc1nc2c(F)c(F)c(F)cc2s1 | 9% | 4% | 0% | -3% | 5% | 2%
CCc1ccc(-c2cc(C)no2)cc1S(=O)(=O)Nc1cc(C)ccn1 | ? | -8% | -4% | 4% | 9% | -15%
O=S(=O)(c1ccccc1)c1nc(-c2cccs2)oc1NCc1cccnc1 | ? | 34% | · | -20% | ? | 1%
NCC(CC(=O)O)C1CCCCC1 (centres undefined) | · | -6% | -2% | -6% | 10% | 7%
CCCN1C(=O)c2ccc(C(=O)Nc3nccs3)cc2C1=O | · | 4% | 1% | -9% | 30% | 0%
Cc1ccc2nc(NC(=O)c3ccc(OCC4CCCO4)cc3)sc2c1 (centres undefined) | ? | 3% | 0% | 1% | -52% | 8.9µM*
CCOC(=O)c1cc(C)n(Cc2ccc(OCC)c(OC)c2)c1C | · | -12% | 10% | -6% | 1.7µM* | 11µM*
O=C(Nc1ccc(CN2CCOCC2)cc1)c1cc2ccccn2n1 | 10% | -7% | -27% | -6% | 64%[activator] | 2%
CCOC(=O)C(Cc1ccc(NC(=O)/C(=C\c2ccccc2)NC(=O)c2ccccc2)cc1)N1C(=O)c2ccccc2C1=O (centres undefined) | 7% | -15% | 1% | 6% | -19% | -26%
CCSc1ccccc1C(=O)NCc1ccco1 | -11% | -8% | 1% | 0% | · | 15%
Cc1cc(C)c(C#N)c(SCc2ccccc2)n1 | 21% | -1% | 1% | -7% | ? | -10%
COc1cc(OC)c(OC)cc1CNCCNC(=O)c1ccco1 | 11% | -16% | -2% | -19% | 37%[activator] | 5%
Cc1ccc(NC(=O)C2OCCc3ccccc32)cc1C (centres undefined) | -4% | 23% | 5% | 5% | -24% | -22%
O=C(NCCS(=O)(=O)N1CCN(c2ccccc2)CC1)c1cccc(F)c1 | 31%[activator] | 23% | · | 2% | 5% | 4%

Full records, quoted from the list:
Shown for CCOC(=O)C(Cc1ccc(NC(=O)/C(=C\c2ccccc2)NC(=O)c2ccccc2)cc1)N1C(=O)c2ccccc2C1=O (centres undefined) = Pf growth 96h: 7%; Sm TGR inh: -15%; LmPK inh: 1%; TbPYK inhibitor: 6%; Pf growth 48h: -19%; HCV inhibitor: -26%
Shown for Cc1ccc(NC(=O)C2OCCc3ccccc32)cc1C (centres undefined) = Pf growth 96h: -4%; Sm TGR inh: 23%; LmPK inh: 5%; TbPYK inhibitor: 5%; Pf growth 48h: -24%; HCV inhibitor: -22%

Additional results:
SMILES | Pf growth 96h | Sm TGR inh | LmPK inh | TbPYK inhibitor | Pf growth 48h | HCV inhibitor
COc1cc(C2Nc3cccc4cccc(c34)N2)ccc1O | ? | 4µM* | -22% | -4% | ? | -7%
COC(=O)Nc1cccn(Cc2c(Cl)cccc2Cl)c1=O | ? | -3% | 0% | 4% | 2% | -12%
CN(CC(=O)Nc1ccc(F)c(F)c1F)C(=O)CCCSc1nc2ccccc2[nH]1 | ? | -3% | · | 1% | ? | 15%
CN(C(=O)COC(=O)CNC(=O)CNC(=O)c1ccc(Cl)cc1Cl)c1ccccc1 | 0% | -8% | 1% | -16% | -45%[5.75 µM] | 7%
CCCC(=O)Nc1ccc2c(c1)nc(CN1CCCCC1)n2C | 1% | 11% | 1% | 0% | 5% | 16%
CCOC(=O)c1sc(=S)n(-c2ccc(C)cc2)c1SC | 0.47µM* | 1% | 2% | -3% | 1.2µM* | -13%
CC1CN=C(c2cccn2Cc2ccc(F)cc2Cl)O1 (centres undefined) | 207%[activator] | 26% | 4% | 1% | 20% | 9%
O=C(N/N=C/c1ccc([N+](=O)[O-])cc1)c1[nH]ncc1Br | -5% | 2% | ? | -1% | 384%[activator] | 3%
OC1(c2ccc3c(c2)OCO3)CCN(Cc2ccccn2)CC1 | -19% | -13% | 6% | -5% | 10% | 10%
CCCOc1ccc(C(=O)NCCc2ccccc2)cc1 | -11% | 1% | -29% | -2% | 252%[activator] | ?
O=C(NCC1CCCO1)c1ccccc1S(=O)(=O)c1ccc([N+](=O)[O-])cc1 (centres undefined) | 18% | -17% | 1% | -3% | 9% | 6%
Fc1cccc(CCN2C(=S)NC[C@@H]2CC2CCCCC2)c1 | ? | 10% | -2% | 4% | ? | 4%
CCCCN(C(=O)c1ccccc1Br)C1CCS(=O)(=O)C1 (centres undefined) | 13% | 5% | · | -8% | -2% | 40%[activator]
Cc1ccc(NC(=O)CNCc2cccs2)cc1Br | 0% | -6% | 0% | 12% | 7% | 4%
CC(CSc1nnnn1-c1ccccc1)Cn1c(N2CCCC2)nc2c1c(=O)[nH]c(=O)n2C (centres undefined) | ? | 2% | 0% | 9% | ? | -10%
COc1ccc(NC(C)=O)cc1NC(C)C(=O)Nc1ccc(S(=O)(=O)N2CCCCC2)cc1 (centres undefined) | ? | -20% | · | -17% | ? | 0%
COc1cc([N+](=O)[O-])ccc1NC(=O)C[n+]1cccc(C)c1 | ? | -6% | 0% | -16% | -26% | ?
COc1cccc(CSc2nc3nc(C)cc(C)n3n2)c1 | -3% | 6% | -1% | 3% | 19% | -15%
CN(C)c1ccc(C(=O)OCC(=O)N2CCOCC2)cc1 | 121%[activator] | 12% | -8% | 8% | 0% | 6%
Cc1cc2cc(C)c(NCCNC(=O)c3ccccc3F)nc2cc1C | -15% | · | 0% | 5% | ? | -9%

Reformatted with values under each structure: entries from further up
Order of results: Pf growth 96h, Sm TGR inh, LmPK inh, TbPYK inhibitor, Pf growth 48h, HCV inhibitor
- CN(C)c1ccc(C(=O)OCC(=O)N2CCOCC2)cc1
  121%[activator], 12%, -8%, 8%, 0%, 6%
- O=C(NCC1CCCO1)c1ccccc1S(=O)(=O)c1ccc([N+](=O)[O-])cc1 (centres undefined)
  18%, -17%, 1%, -3%, 9%, 6%
- CCCCN(C(=O)c1ccccc1Br)C1CCS(=O)(=O)C1 (centres undefined)
  13%, 5%, ·, -8%, -2%, 40%[activator]
- CC(CSc1nnnn1-c1ccccc1)Cn1c(N2CCCC2)nc2c1c(=O)[nH]c(=O)n2C (centres undefined)
  ?, 2%, 0%, 9%, ?, -10%
- Cc1cc2cc(C)c(NCCNC(=O)c3ccccc3F)nc2cc1C
  -15%, ·, 0%, 5%, ?, -9%
- COc1cc([N+](=O)[O-])ccc1NC(=O)C[n+]1cccc(C)c1
  ?, -6%, 0%, -16%, -26%, ?

New compounds follow.
SMILES | Pf growth 96h | Sm TGR inh | LmPK inh | TbPYK inhibitor | Pf growth 48h | HCV inhibitor
CC1CCc2c(C(=O)NCc3cccnc3)csc2C1 (centres undefined) | 31%[activator] | -7% | 1% | -10% | 28% | -20%
CC(Sc1nnc(Cc2cccs2)n1C1CCCCC1)C(=O)N1CCc2ccccc21 (centres undefined) | · | -3% | 4% | -10% | ? | ?
CC(C)CCN(C(=S)Nc1cccc(F)c1)C1CCN(C(C)C)CC1 | 60%[activator] | 4% | -2% | -6% | ? | 11µM*
CCOCCCNC(=S)Nc1cc(C)cc(C)c1 | 70%[activator] | -19% | 10% | 35%[activator] | 14% | -6%
CCN(CC)S(=O)(=O)c1ccc(N=Nc2c(N)[nH]c(=O)[nH]c2=O)cc1 | 10% | 23% | 2% | 0% | ? | -6%
COc1cc(Br)cc(Br)c1OCC(=O)N/N=C/c1c(C)n(C)n(-c2ccccc2)c1=O | -17% | 0% | -5% | 3% | 5% | -19%
Cc1ccc2c(c1)C(O)(CC(=O)/C=C/C=C/c1ccccc1)C(=O)N2 (centres undefined) | ? | -34% | 7% | -10% | 6% | 2%
Cc1csc(=O)n1CC(=O)OCC(=O)Nc1ccc(F)c(F)c1 | 40%[activator] | -4% | · | 4% | 42%[activator] | -6%
COc1ccc(S(=O)(=O)N2CCCC2)cc1NC(=O)c1ccccc1F | 0% | -4% | -5% | -1% | 24% | -7%
CN(C(=O)COC(=O)CCc1c[nH]c2ccccc12)C(c1ccccc1)c1ccccc1 | 10µM* | 13% | 6% | 5% | 12µM* | 13%
O=C(/C=C/c1ccc(Br)o1)Nc1nnc(C2CC2)s1 | ? | 11µM* | 0% | · | 24% | ·
C/C(=N/NC(=O)Cc1cccs1)c1ccco1 | 33%[activator] | 0% | 6% | ? | 48% | 0%
Cn1c(=O)c2c(ncn2CC(=O)Nc2ccccc2)n(C)c1=O | · | 2% | 1% | -10% | 11% | -15%
COc1ccc2nc(NC(=O)CSc3cn[nH]n3)sc2c1 | 43%[activator] | -9% | -6% | 0% | 99%[activator] | 13µM*
O=C(Nc1ccc(F)cc1)c1cncs1 | -3% | -20% | -1% | -4% | 37%[activator] | 38%[activator]
CCOc1ccccc1NC(=O)/C=C/c1ccc(S(=O)(=O)N2CCOCC2)cc1 | 4.7µM* | 4% | · | -8% | 4.7µM* | 10µM*
COc1cc(C(=O)NCCCNc2nc3c(C)cc(C)cc3cc2C#N)cc(OC)c1OC | 38%[activator] | -11%[57.1 µM] | -2% | -3% | -16% | ?
COc1ccc(C(C)=O)cc1CSc1nnc(C)n1-c1ccccc1 | 52%[activator] | ? | -1% | -15% | 37%[activator] | -7%
Cc1ccc(-c2nnc(SCC(=O)N/N=C/c3ccc(C(=O)O)cc3)n2C2CCCCC2)cc1 | 1% | -3% | 2% | 8% | -1% | 7%

Screening data from PubChem.
